OPRM1-OPRD1 ag: agonists of OPRM1-OPRD1 heterodimerization, primary screen, cell-based, luminescence | activation, % at 9.3 µM | 340,000 tested, 0.3% active | Mu-type opioid receptor (Homo sapiens) + Delta-type opioid receptor (Homo sapiens), … | cells; in the data active = activation above about 18%;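 note: 0% = vehicle-treated cells and 100% = reference agonist; values of inactives mirror those of a sister screen read the other way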
PfHsp90 set2: growth inhibition of PfHsp90-expressing yeast, primary screen, antimalarial PfHsp90 inhibitor project, S. cerevisiae, BacTiter-Glo luminescence, single point, set 2; 310,000 tested, 0.32% active; BacTiter-Glo ATP, 48 h; yeast lacking PDR1 and PDR3 efflux regulators; inhibition, % at 9.4 µM; AID 504621, 2011;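 active = every replicate shows inhibition above about 80%, whatever the replicate mean, limit read from the data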;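 note: 0% = DMSO neutral controls and 100% = 20 µM radicicol positive controls; yeast relying on Plasmodium falciparum Hsp90 in place of its own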
AddAB inh: growth inhibition of E. coli expressing H. pylori AddAB, primary screen, AddAB inhibitor project, absorbance; AID 435030, 2010; inhibition, % at 11.9 µM; 330,000 tested, 0.29% active; in the data active = inhibition above about 12%;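 note: 0% = vehicle wells of infected cells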
SUMO Mot1 rescue: yeast Mot1-301 growth rescue at high temperature, primary screen, SUMOylation pathway inhibitor project, S. cerevisiae, ATP luminescence, 38.5C; S. cerevisiae Mot1-301 growth rescue; percent above DMSO median, 100 means doubled; 320,000 tested, 1% active; growth rescue, % at 18.8 µM; AID 2716, 2010;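 active = every valid replicate shows activation above 250% relative to neutral control wells; inactive = the rest, any valid replicate at or below 250%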;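 note: OY570 slx delta 5 strain wells were the positive control but not used for scaling; some compounds called inactive have numbers as strong as hits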
Ecoli viability: E. coli V3065 growth inhibition, primary screen, counter-screen for AddAB inhibitor project, absorbance, OD600; 18 h; inhibition, % at 11.9 µM; 330,000 tested, 0.27% active; AID 449728, 2010;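 active = inhibition above the campaign's mean inhibition across all tested compounds plus 3 SD, cut at about 9.9% in these data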;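 note: uninfected addAB+ strain grown without phage in ampicillin broth; 0% = DMSO wells and 100% = ciprofloxacin 0.95 µg/ml wells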
phage Ecoli inh: growth loss of phage-infected E. coli, primary screen, RecBCD inhibitor project, absorbance, with phage, HTS; 360,000 tested, 0.26% active; inhibition, % at 11.9 µM; AID 651602, 2012; in the data active = inhibition above about 11%
PKA-R1A activ: activators of PKA-R1A holoenzyme, primary screen, biochemical, fluorescence polarization, Cy5-IP20, bovine R1A, mouse PKAc | cAMP-dependent protein kinase type I-alpha regulatory subunit (Bos taurus) + … | PKA-R1A dissociation; scaled: DMSO 0%, 113 µM cGMP 100% | activation, % at 11.4 µM | 340,000 tested, 0.083% active | AID 504707, 2011;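 active = percent activation above the mean of all tested compounds plus 3 SD, cut at about 19% in these data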;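 note: higher means more PKAc released from R1A so a rise in polarization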
Arr AP2 block: inhibitors of beta-arrestin/AP2 binding, primary screen, biochemical, GPCR trafficking, flow cytometry. beta-arrestin 1 C-terminal peptide binding to AP2 beta2-adaptin appendage (human). FITC-arrestin peptide / GST-AP2 beads; AP2 beta2 appendage carries R879A mutation. inhibition, % at 10 µM. 340,000 tested, 0.31% active. AID 504490, 2011;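 active = inhibition above a set limit, near 3 SD of compounds lacking own fluorescence, cut at about 54% in these data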;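 note: plate controls were DMSO wells for no effect and 5 µM unlabelled arrestin peptide for full effect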
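test system = AP2 appendage R879A on GSH beads | buffer or medium = PBS plus Tween 20 (0.05%) and BSA (0.1%) | incubation = 12 min plus 1 h, RT | detection = bead flow cytometry, FITC channel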
Tat transport: E. coli Tat export inhibitors, primary screen, MC4100, TorA-mCherry reporter, fluorescence, single point; inhibition, % at 10 µM; 340,000 tested, 0.036% active;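 active = mean replicate inhibition at least 50% and at least half of replicates individually reaching 50%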;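 note: exported cargo escapes ClpAP degradation while cytoplasmic cargo is degraded and loses fluorescence; 0% = median of neutral control wells and 100% = median of NaSCN control wells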
MOR-DOR inv ag: inverse agonists of MOR-DOR heterodimerization, primary screen, cell-based, luminescence; Mu-type opioid receptor (Homo sapiens) + Delta-type opioid receptor (Homo sapiens), …; cell-based MOR-DOR heterodimer luminescence, inverse agonism; inhibition, % at 9.3 µM; 340,000 tested, 0.21% active; in the data active = inhibition above about 22%, passing the limit was not always enough;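 note: 0% = cells with DMSO and 100% = wells without cells with DMSO; values of inactives mirror those of a sister screen read the other way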
DSG3 Ab inh: inhibitors of pemphigus antibody binding to DSG3, primary screen, biochemical, bead-based, flow cytometry, scFv-GFP. AID 588358, 2011. DSG3-coupled beads, scFv-anti-DSG3-GFP binding; hits give low values. Desmoglein-3 (Homo sapiens), P32926. binding (percent of control), % at 10 µM. 310,000 tested, 0.48% active;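 active = binding more than 3 SD below its plate's average and above zero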;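 note: hits lower antibody fragment binding to DSG3; some compounds called inactive have numbers as strong as hits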
Target sequence (P32926 whole entry, looked up, the tested form may be a part): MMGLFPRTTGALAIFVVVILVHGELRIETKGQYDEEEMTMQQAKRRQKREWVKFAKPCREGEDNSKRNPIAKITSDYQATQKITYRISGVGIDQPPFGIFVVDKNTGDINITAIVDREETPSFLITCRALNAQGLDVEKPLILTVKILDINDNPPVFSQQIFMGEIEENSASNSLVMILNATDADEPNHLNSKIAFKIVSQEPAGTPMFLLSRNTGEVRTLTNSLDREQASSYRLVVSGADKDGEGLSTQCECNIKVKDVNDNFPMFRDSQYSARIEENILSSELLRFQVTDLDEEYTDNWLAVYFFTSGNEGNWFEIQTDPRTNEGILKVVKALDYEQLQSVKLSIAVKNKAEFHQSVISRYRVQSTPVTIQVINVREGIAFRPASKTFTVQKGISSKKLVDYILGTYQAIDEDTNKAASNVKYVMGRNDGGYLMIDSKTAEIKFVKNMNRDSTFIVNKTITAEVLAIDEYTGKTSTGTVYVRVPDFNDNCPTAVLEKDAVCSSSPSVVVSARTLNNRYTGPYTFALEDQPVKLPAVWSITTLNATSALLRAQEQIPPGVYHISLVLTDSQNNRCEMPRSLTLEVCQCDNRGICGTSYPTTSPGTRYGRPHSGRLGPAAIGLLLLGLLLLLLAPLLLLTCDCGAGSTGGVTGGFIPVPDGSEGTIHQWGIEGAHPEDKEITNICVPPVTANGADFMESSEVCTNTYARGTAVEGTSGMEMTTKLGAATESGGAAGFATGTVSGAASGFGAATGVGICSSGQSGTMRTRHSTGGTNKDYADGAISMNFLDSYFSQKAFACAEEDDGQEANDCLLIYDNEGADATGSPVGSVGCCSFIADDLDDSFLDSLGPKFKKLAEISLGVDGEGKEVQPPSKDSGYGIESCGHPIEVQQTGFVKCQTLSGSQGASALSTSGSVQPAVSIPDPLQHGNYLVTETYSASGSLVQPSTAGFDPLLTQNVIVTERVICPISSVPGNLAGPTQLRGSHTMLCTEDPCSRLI
An asterisk follows results filed as active; . = not tested or not shown.

SMILES	OPRM1-OPRD1 ag	PfHsp90 set2	AddAB inh	SUMO Mot1 rescue	Ecoli viability	phage Ecoli inh	PKA-R1A activ	Arr AP2 block	Tat transport	MOR-DOR inv ag	DSG3 Ab inh
CCCC(=O)NC1CCCc2c1cnn2-c1ccc(C)c(C)c1 (stereo not drawn)	-1.4	-5	0.1	7	-2.0	3.4	-2	11	7	7	111
CCN(C(=O)CSc1ncn[nH]1)c1c(N)n(Cc2ccccc2)c(=O)[nH]c1=O	-0.6	.	0.5	-1	-0.4	0.8	-6	33	-7	4	100
CCCC(=O)N1CCN(c2nnc(-c3ccc(C)cc3)c3ccccc23)CC1	-0.3	0	2.5	359	0.6	1.4	-8	-4	-2	2	93
CCN(CC(=O)Nc1ccc(NC(C)=O)cc1)C(=O)c1ccc(N(C)S(=O)(=O)c2ccc(C)cc2)cc1	-1.8	-3	.	.	.	-1.2	-2	-5	2	7	108
COc1ccc(N2C(=O)CC(N(C)CCc3ccc(OC)c(OC)c3)C2=O)cc1 (stereo not drawn)	-1.3	-28	2.8	-10	0.3	4.4	1	1	8	6	103
CCc1ccc(C(=O)COC(=O)CNC(=O)c2ccc(Br)o2)cc1	-3.7	3	5.1	-9	2.0	4.5	4	7	2	21	107
CCOC(=O)C1CCN(c2ccc(Cl)nn2)CC1	-0.1	-3	2.6	-10	2.3	-0.5	-14	26	2	0	97
Cn1c(SCC(=O)NCCN2C(=O)CSC2=O)nc2ccccc2c1=O	-1.7	-19	2.1	-17	-0.4	2.6	-14	22	-3	9	102
Cc1ccc(CN(Cc2cc3cc4c(cc3[nH]c2=O)OCCO4)Cc2nnnn2Cc2ccco2)cc1	1.4	-24	-2.2	-2	-2.0	1.7	-9	1	23	-7	102
CCCOc1ncnc2c1sc1nc3c(cc12)COC(C)(C)C3	-0.5	12	0.6	-15	0.5	2.1	-7	29	-8	3	106
NS(=O)(=O)c1ccc(Nc2ccc3nonc3c2[N+](=O)[O-])cc1	3.9	-13	5.0	-10	-2.7	4.1	-7	4	-3	-25	84
Cc1cccc(NC(=O)NC(C)C(c2cccs2)N2CCOCC2)c1 (stereo not drawn)	-0.2	-11	100*	8	99*	4.5	-10	20	-10	1	101
CCc1ccc(C(=O)COC(=O)c2cc([N+](=O)[O-])ccc2N2CCOCC2)cc1	-2.8	8	-1.9	15	-0.9	3.2	-6	-2	11	14	101
COc1cc(-c2cc(C(=O)Nc3cccc(C(C)=O)c3)c3ccccc3n2)cc(OC)c1OC	0.5	8	-1.7	-6	-4.8	-0.5	-7	20	4	-3	113
CC(C(=O)NC1CCCCC1)N1CCN(C)CC1 (stereo not drawn)	0.1	6	1.2	-17	-0.8	-4.3	0	-5	-7	-1	101
O=C(C(Cc1ccccc1)N1C(=O)C2C3C=CC(C3)C2C1=O)N1CCCCC1 (stereo not drawn)	-2.2	3	-1.4	36	-2.6	2.0	2	-2	2	11	97
COc1ccc(NC(=O)CCCCCn2nnc3ccccc3c2=O)cc1OC	-4.1	-15	-1.9	-9	-2.4	1.2	-3	-1	-2	19	101
COc1ccccc1NC(=O)CSc1ccc(-c2ccc(-n3ccnc3)cc2)nn1	2.4	11	4.1	6	4.9	7.1	-19	-10	-5	-13	103
O=C1CCC/C(=N/NC(=O)C2CCN(S(=O)(=O)c3cccs3)CC2)C1	-2.4	21	2.5	-13	1.4	2.4	1	6	3	12	98
Cc1ccc(C(=O)NC(C)c2nnc(SCC(=O)NC3CCCC3)n2C)cc1 (stereo not drawn)	-2.3	1	.	-6	.	0.3	-10	-13	3	8	107
COc1ccccc1CC(=O)Nc1ccc(S(=O)(=O)N(C)C2CCN(C)CC2)cc1	-3.0	20	1.8	6	1.1	2.1	4	14	-6	12	103
CC(C)CC1NC(=O)N(CC(=O)Nc2cc(F)ccc2F)C1=O (stereo not drawn)	-1.7	-23	2.0	14	0.0	3.4	-1	9	1	7	109
CCOC(=O)C1=C(C)NC(C)=C(C(=O)OCCNC(=O)c2cccnc2)C1c1cccc([N+](=O)[O-])c1 (stereo not drawn)	-0.6	25	-1.8	440	-1.3	.	2	-2	8	3	117
Cc1ccc(S(=O)(=O)CCC(=O)OCc2ccc(Cl)cc2)cc1	3.1	35	-0.4	18	-0.8	3.4	-2	-11	4	-17	98
Cc1cc(C)nc(/N=C2/NC(=O)CS2)n1	-2.6	20	-2.5	-4	-1.9	-0.8	-7	-2	0	15	104
O=C(COC(=O)c1cccc2ccccc12)Nc1cccnc1Cl	-0.7	-5	1.9	17	-0.8	4.4	-3	-12	1	5	96
Cc1cc(C(=O)Nc2nc3c(s2)CCCC3)cs1	4.8	18	-0.8	35	3.8	0.5	-4	8	-2	-27	92
CCOCCn1c(N2CCCC2)nc2c1c(=O)[nH]c(=O)n2C	-1.7	-10	-3.3	-4	-0.8	3.5	6	12	-10	9	117
O=C(CCCN1C(=O)c2cccc3cccc(c23)C1=O)NCCN1CCOCC1	-3.4	21	2.5	19	2.1	3.2	-6	-14	-4	16	96
NS(=O)(=O)c1ccc(NC(=O)c2ccc(COc3ccccc3)o2)cc1	-0.7	-13	0.3	-4	-2.0	7.1	3	7	6	4	83
CC(=O)c1ccc(NC(=O)c2ccn(C(=O)OCC(C)C)n2)cc1	-0.8	-3	2.0	-14	2.1	2.0	-6	25	0	4	98
O=S(=O)(c1ccc(C(F)(F)F)cc1)N1CCCN(c2ccc(C(F)(F)F)cn2)CC1	.	-3	3.2	-3	1.9	1.5	.	-1	12	.	96
CC(C)(CN1CCC(Cc2ccccc2)CC1)NS(=O)(=O)c1ccccc1	7.3	12	0.3	.	2.7	1.1	-14	5	25	-39	74
COc1ccc(C(=O)Nc2c(C)ccc3nsnc23)cc1[N+](=O)[O-]	-0.3	-10	0.7	7	2.2	4.2	-4	8	-4	1	100
COC(=O)CN(C(=S)Nc1ccc(F)cc1)C1CC(=O)N(c2ccc(OC)cc2)C1=O (stereo not drawn)	-1.1	-5	-0.8	-3	-2.5	2.6	9	3	-7	6	104
CNC(=O)c1csc(-c2ccncc2)n1	-0.8	.	2.1	13	0.2	3.4	5	-3	-7	4	.
CC(C)CCn1c(CN2CCN(Cc3ccccc3)CC2)nc2c1c(=O)[nH]c(=O)n2C	-1.6	.	0.7	-11	-0.8	-0.1	-10	-2	3	8	110
Fc1ccc(Nc2nnns2)cc1	-2.6	3	-2.5	-7	-1.1	2.2	-4	18	-2	13	112
C/C(=N\O)C(=O)NCCCn1ccnc1	-1.9	-10	4.4	11	-0.8	3.4	0	21	-6	9	102
O=C(O)c1cccc(S(=O)(=O)Nc2ccccc2C(=O)NCCc2ccccc2)c1	0.1	2	2.9	-3	-1.9	2.2	-14	4	-6	-1	17*

Compound profiles (already shown). Screens in order: OPRM1-OPRD1 ag	PfHsp90 set2	AddAB inh	SUMO Mot1 rescue	Ecoli viability	phage Ecoli inh	PKA-R1A activ	Arr AP2 block	Tat transport	MOR-DOR inv ag	DSG3 Ab inh
Profile of O=S(=O)(c1ccc(C(F)(F)F)cc1)N1CCCN(c2ccc(C(F)(F)F)cn2)CC1 → .	-3	3.2	-3	1.9	1.5	.	-1	12	.	96
Profile of O=C(O)c1cccc(S(=O)(=O)Nc2ccccc2C(=O)NCCc2ccccc2)c1 → 0.1	2	2.9	-3	-1.9	2.2	-14	4	-6	-1	17*

Continuation:
SMILES	OPRM1-OPRD1 ag	PfHsp90 set2	AddAB inh	SUMO Mot1 rescue	Ecoli viability	phage Ecoli inh	PKA-R1A activ	Arr AP2 block	Tat transport	MOR-DOR inv ag	DSG3 Ab inh
CC(=O)c1cccc(NC(=O)CSc2nc(=O)n(Cc3ccccn3)c3c2CCC3)c1	0.8	.	0.1	118	-1.3	-2.1	-3	-4	0	-5	116
CCC1(N(C(C)=O)c2ccc(OC)cc2)C(=O)c2ccccc2C1=O	1.8	17	2.0	-29	2.2	-1.2	-3	1	10	-11	98
O=C(NCc1ccccc1)c1ccccc1Br	-1.8	-3	3.8	-3	1.3	2.2	-4	20	-2	10	97
CCN(CC)S(=O)(=O)c1ccc(S(=O)(=O)N2CCC(C(=O)NC3CCN(Cc4ccccc4)CC3)CC2)cc1	-2.6	21	4.5	634*	1.3	.	-9	16	-1	14	97
COc1cc(C(=O)C(O)c2ccc(O)c(OC)c2)ccc1O (stereo not drawn)	-3.1	10	.	.	.	0.8	-7	5	3	16	121
COc1ccc(NC(=O)CN(C)CC(=O)Nc2ccc(Cl)cc2F)cc1	-1.0	.	0.3	11	-0.4	2.7	-14	35	0	5	122
COc1cccc(NC(=O)CN(Cc2ccccc2)S(C)(=O)=O)c1	-0.3	8	0.5	180	-2.8	1.8	6	-4	-1	2	98
CCC1=NN(C(=O)COc2ccccc2)C(O)(c2ccncc2)C1 (stereo not drawn)	0.3	-10	-1.1	-7	-3.3	1.9	-10	-7	-4	-2	104
COc1ccc(-c2[nH]ncc2/C=N/NC(=O)c2ccncc2)c(OC)c1	-2.1	14	-2.5	-7	-0.3	-0.7	-4	-18	1	11	110
CC1(C(=O)NCc2ccccn2)C=CCN1C(=O)c1ccccc1 (stereo not drawn)	-1.2	3	3.2	5	-1.5	2.7	-2	1	-2	7	109
Cc1onc(-c2cccc(Cl)c2Cl)c1C(=O)O/N=C(\N)c1ccc([N+](=O)[O-])o1	7.5	-9	5.1	-6	6.8	2.2	-2	14	1	-38	96
O=[N+]([O-])c1ccc(Cc2nnc(-c3ccc(F)cc3)o2)cc1	-0.4	-36	-0.1	49	1.8	0.2	-15	2	-6	2	97
O=C(Cn1c(=O)c2c(ncn2Cc2ccccc2)n(Cc2ccccc2)c1=O)N1CCc2ccccc21	-0.8	15	0.3	-2	-2.2	1.3	9	6	2	4	99
COc1ccc(NC(=O)c2cccc(N3C(=O)C4C5CCC(C5)C4C3=O)c2)cc1 (stereo not drawn)	-0.8	10	-0.2	1	0.9	0.5	1	10	-5	4	102
O=C(O)c1cccc(N(CCO)CCO)c1	-0.3	30	0.8	8	0.4	2.4	12	19	-2	1	101
CC(=O)N/C(=C\c1ccccc1)C(=O)OCc1cc(C)ccc1C	1.9	-8	1.7	-6	0.4	1.9	-9	16	-2	-16	114
COc1cccc(OCC(=O)NC2CCCCCC2)c1	1.3	-45	-0.8	43	-0.5	-1.2	4	-11	15	-5	108

High-throughput results deposited in PubChem BioAssay by several laboratories.
